Assay outcomes from PubChem.
TDP1 cell CPT – DT40-hTDP1 cell growth loss with CPT | chicken DT40 Tdp1-/-;hTDP1 cells + 20 nM CPT, ATP luminescence, 48 h | Potency, µM (highest dose often 46.2 µM), inactives show top-dose activity change, negative = growth inhibition, most hits filed as inhibitors | 420,000 tested, 12% active; also: nearly all actives have a fitted effect of over 55% in size
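Chicken DT40 Tdp1-/- cells stably complemented with human TDP1 were seeded at 400 cells/well in medium containing 20 nM camptothecin, exposed to pin-transferred compounds, and grown at 37 °C for at least 48 hr. Viability was read as ATP luminescence.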
FEN1 inhibitor – inhibitors of human flap endonuclease 1. P39748. Recombinant FEN1 flap cleavage, fluorescence, 15 min. Potency, µM (top dose mostly 114 µM), inactives show at the top dose activity change, negative = inhibition, most hits filed as inhibitors. 390,000 tested, 0.35% active. AID 588795; also: nearly all actives have a fitted effect of over 65% in size
Target sequence (P39748 whole entry, looked up): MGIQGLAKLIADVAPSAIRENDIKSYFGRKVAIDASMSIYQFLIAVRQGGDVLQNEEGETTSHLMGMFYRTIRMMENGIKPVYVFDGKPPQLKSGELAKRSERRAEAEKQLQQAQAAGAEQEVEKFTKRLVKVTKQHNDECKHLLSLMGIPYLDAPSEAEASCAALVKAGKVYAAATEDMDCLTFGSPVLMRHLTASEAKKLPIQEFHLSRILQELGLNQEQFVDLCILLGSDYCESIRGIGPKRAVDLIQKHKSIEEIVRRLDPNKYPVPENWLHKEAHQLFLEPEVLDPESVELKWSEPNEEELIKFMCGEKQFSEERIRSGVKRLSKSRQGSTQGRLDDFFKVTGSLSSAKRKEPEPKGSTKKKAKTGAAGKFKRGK
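Enzyme 10 nM, 15 min RT preincubation with compound; start with substrate 50 nM final; reads at 0 and 15 min; qHTS titration, four-parameter Hill fit.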
N370S GC – N370S glucocerebrosidase modulation, Gaucher chaperone candidate | N370S GC spleen homogenate, 4MU-glucoside fluorescence | Potency, µM (titrated, usually from 59.4 µM), for the others: at the top dose activity change, negative = inhibition, most hits filed as inhibitors | 330,000 tested, 0.092% active;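 also: 0% = full enzyme activity and -100% = no enzyme basal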
Starred values were filed as active, the others as inactive; ? = inconclusive; . = not tested or not shown; & = joins results of further samples; [ ] = dose if it differs, or a comment. Calls follow the shape of the dose curve; as a rule, active = well fitted curve in the direction sought with a large enough effect; inconclusive = small, poorly fitted or top-dose-only effect, or another doubt; inactive = no such curve, though single readings can be large; an effect the other way counts as inactive or inconclusive. Unless noted, % is scaled to controls: 0 for no effect and ±100 for the full control effect; potency is read from the fitted curve at half-maximal effect. The list is partial; rates above refer to the full screens.

Order of values – TDP1 cell CPT, FEN1 inhibitor, N370S GC
> COc1ccc(CCN(C)C(=O)c2ccc(S(=O)(=O)Nc3ccccc3F)cc2)cc1OC
    -19.8%, -0.5%, .
> CCOc1ccc(N2CC(C(=O)NCCC3=CCCCC3)CC2=O)cc1 (stereo unspecified)
    -3.2%, -5.5%, 0.8%
> Cc1cccc(NC(=O)CNC(=O)CCc2nc3sc4c(c3c(=O)[nH]2)CCCC4)c1C
    -19.3%, 79.4µM*, 7.0%
> COc1ccc([C@@H]2CC=C(C(=O)O)[C@H](c3ccc(C(C)(C)C)cc3)N2S(=O)(=O)c2ccc(C)cc2)cc1OC
    ?, -8.8%, .
> CCc1ccc(/C=C2/SC(=S)N(CCC(=O)Nc3cccnc3)C2=O)cc1
    ?, -14.6%, -6.2%
> CCN(CC)c1ccc(NC(=O)C2CCC(CNc3c(N4CCCC4)c(=O)c3=O)CC2)c(C)c1 (stereo unspecified)
    ?, 11.4%, -0.1%
> CCN(CC(=O)Nc1c(F)cccc1F)C(=O)c1ccc(S(=O)(=O)N2CCC(C)CC2)cc1
    -15.3%, 8.6%, .
> C=CCNC(=O)c1onc(CSc2ccc(F)cc2)c1C(=O)NCCOC
    -21.2%, -3.7%, -17.9%
> CN(C)S(=O)(=O)c1ccc(C(=O)OCC(=O)NCc2ccccc2)cc1
    5.9%, 1.0%, 1.6%
> O=C1CCC(=O)c2oc3ccccc3c2N1
    -71.3%, 1.1%, -2.9%
> COc1ccc(N(CC(O)Cn2c(C)nc3ccccc32)S(=O)(=O)c2ccc(C)cc2)cc1 (stereo unspecified)
    ?, -2.1%, -15.3%
> Cc1ccc(C)n1CCN1CCN(C(=O)CSc2nc3ccccc3nc2N2CCOCC2)CC1
    -11.5%, -9.6%, -2.6%
> O=C(NCCC1=CCCCC1)C(=O)NCC(c1ccco1)N1CCN(c2ccc(F)cc2)CC1 (stereo unspecified)
    ?, 4.1%, -2.1%
> CCNc1nc(NCC)n2c(SCC(=O)Nc3ccc(CC)cc3)nnc2n1
    20.6µM*, 1.9%, -7.8%
> c1ccc2[nH]c(-c3cnco3)cc2c1
    4.7%, -8.0%, 2.2%
> CCCCC(=O)Nc1ccc(NC(=O)c2ccc([N+](=O)[O-])cc2Cl)cc1OC
    ?, 2.0%, 12.4%
> CC1=C(C(=O)Nc2ccccc2)C(c2ccncc2)C(C#N)=C(SCC(=O)NC2CC2)N1 (stereo unspecified)
    -15.4%, -4.8%, -26.6%
> COc1ccc(CCNS(=O)(=O)c2ccc(-n3cnnn3)cc2)cc1OC
    12.8%, 1.8%, -4.3%
> CN(C)C(=O)CSc1nc(SCC(=O)N(C)C)n(-c2ccccc2)n1
    -22.4%, 0.4%, 2.1%
> COc1ccc(Cn2nnnc2C(c2ccc3ncccc3c2)N2CCN(C3CCCCC3)CC2)cc1 (stereo unspecified)
    ?, 17.2%, -8.5%
> CCOc1ccc(CN(C)C(=O)CCN2C(=O)c3ccccc3C2=O)cc1OC
    10.4%, 4.3%, -14.0%
> CCOC(=O)c1cnc(Cc2ccccc2)[nH]c1=O
    -7.2%, -6.2%, -17.2%
> CC(c1ccccc1)N(C)CC(=O)NC(=O)NCCC1=CCCCC1 (stereo unspecified)
    ?, -11.7%, .
> C/C(=N/NC(=O)C1COc2ccccc2O1)c1ccc(Br)s1 (stereo unspecified)
    0.2%, 8.7%, 1.4%
> Cc1cc(NC(=O)c2ccco2)sc1C
    ?, 2.6%, .
> O=C(CCn1nc(-c2ccc(Cl)cc2)ccc1=O)NCCCN1CCCCCC1
    -11.7%, -2.8%, 5.6%
> CC(C)N(CCCNC(=O)c1nn(C)c2c1CS(=O)(=O)c1ccccc1-2)Cc1ccccc1
    16.4µM*, 11.9%, -21.3%
> NC(=O)C1=C(N)c2ccccc2C1c1ccccc1 (stereo unspecified)
    -26.5%, -0.2%, .
> CN(C)S(=O)(=O)c1ccc(Cl)c(NC(=O)CN2C(=O)NC(C)(C3CC3)C2=O)c1 (stereo unspecified)
    3.5%, 12.9%, -4.0%
> O=C(Cn1ncc2c(=O)oc3ccccc3c21)NCCCN1CCCC1=O
    -8.3%, -2.5%, -0.6%
> O=C(CSCc1ccc(Br)cc1)NC1CC1
    -8.8%, 18.9%, -17.7%
> O=C(c1ccco1)N1CCN(S(=O)(=O)c2cccc(Cl)c2)CC1
    6.0%, -0.6%, -14.8%
> O=c1c2ccccc2nc(-c2ccccc2)n1Cc1ccco1
    -16.3%, -8.2%, 2.5%
> COc1cccc(CN2CCNC(=O)C2CC(=O)NCCc2cccc(C)n2)c1OC (stereo unspecified)
    -25.8%, -18.1%, 0.9%
> Cc1ccc2c(c1)[nH]c1c(N3CCN(Cc4ccccc4)CC3)ncnc12
    5.8µM*, ?, .
> CCC(C)[C@H]1COCCS(=O)(=O)N1Cc1ccc(Br)cc1 (stereo partly specified)
    17.8µM*, 1.9%&0.0%, ?
> Cc1[nH]c2ccccc2c1CN1CCC(Cc2ccccc2)CC1
    2.59µM*, 9.3%, -14.5%
> Cn1c(N)c(C(=O)COC(=O)c2ncc(Cl)c(Cl)c2Cl)c(=O)n(C)c1=O
    14.8%, -3.3%, -10.1%
> COc1cccc(NC(=O)NCc2ccccc2F)c1
    ?, 11.4%, 2.5%
> CCOc1cc(/C=N/Nc2cc(C)nc(-n3nc(C)cc3C)n2)ccc1O
    2.59µM*, 11.7%, -0.3%
> CCOC(=O)c1cnc2c(C#N)c(C)nn2c1-c1ccccc1
    -1.7%, 18.7%, -0.5%
> CC(C)CCN(C(=O)CNC(=O)c1ccco1)C(C(=O)NC1CCCCC1)c1ccco1 (stereo unspecified)
    -12.0%, -3.4%, 15.3%
> O=C(N1CCOCC1)C1(c2ccc(Cl)cc2)CCCC1
    -4.5%, -11.3%, 27.9%
> O=C(Nc1nc(-c2ccccc2)c(-c2ccccc2)s1)c1ccc(S(=O)(=O)N2CCCC2)cc1
    -15.2%, -3.5%, 4.1%
> O=S(=O)(c1ccccc1F)N(Cc1ccco1)Cc1nnc(-c2ccccc2Br)o1
    ?, 0.8%, ?
> CC(=O)NNc1nc(-c2ccc(NC(C)=O)cc2)cs1
    -11.8%, -18.2%, 24.0%
> NCCc1nnc(SCC(=O)c2ccc(Cl)cc2)o1
    7.1%, 2.4%, -6.8%
> O=C(c1cccc(S(=O)(=O)N2CCOCC2)c1)N1CCN(C/C=C/c2ccccc2)CC1
    ?, 3.7%, .
> COc1ccc(CNC(=O)Oc2ccccc2)cc1Cl
    ?, -2.9%, 5.7%
> CC(C)C(NC(=O)CSCc1ccc([N+](=O)[O-])cc1)C(C)C
    ?, 33.1%[activator], -7.1%

Copied from the list.
FEN1 inhibitor with `O=S(=O)(c1ccccc1F)N(Cc1ccco1)Cc1nnc(-c2ccccc2Br)o1` : 0.8%
TDP1 cell CPT with `O=C(N1CCOCC1)C1(c2ccc(Cl)cc2)CCCC1` : -4.5%
FEN1 inhibitor with `O=C(c1cccc(S(=O)(=O)N2CCOCC2)c1)N1CCN(C/C=C/c2ccccc2)CC1` : 3.7%
N370S GC with `COc1ccc(CNC(=O)Oc2ccccc2)cc1Cl` : 5.7%
TDP1 cell CPT with `CCOC(=O)c1cnc2c(C#N)c(C)nn2c1-c1ccccc1` : -1.7%

Three compounds out of the list, sorted by length of the SMILES, lowest first.
Order of values – TDP1 cell CPT, FEN1 inhibitor, N370S GC
> COc1ccc(CNC(=O)Oc2ccccc2)cc1Cl
    ?, -2.9%, 5.7%
> CCOC(=O)c1cnc2c(C#N)c(C)nn2c1-c1ccccc1
    -1.7%, 18.7%, -0.5%
> O=C(c1cccc(S(=O)(=O)N2CCOCC2)c1)N1CCN(C/C=C/c2ccccc2)CC1
    ?, 3.7%, .

Additional records follow.
Order of values – TDP1 cell CPT, FEN1 inhibitor, N370S GC
> O=c1[nH]c(Cc2ccccn2)nc2scc(-c3ccccc3Cl)c12
    7.6%, 9.8%, -5.9%
> CC(C)C(=O)Nc1nnc(S(=O)(=O)N(C)c2ccc(Cl)cc2)s1
    -2.9%, 2.0%, -6.8%
> CC(=O)c1c(C)[nH]c(C(=O)CSc2nnc(C)s2)c1C
    ?, 8.4%, 1.5%
> O=C(Nc1nc2ccccc2[nH]1)c1ccccc1O
    -14.3%, -13.7%, -0.3%
> CCOC(=O)N1CCN(C(=O)CCCN2C(=O)CSc3nc(C)cc(C)c32)CC1
    7.4%, -8.0%, 2.4%
> Cc1nc2ccc(N=NN(C)C)cc2[nH]1
    -29.0%, -24.9%, -19.9%
> CCOc1ccc(C2/C(=C(/O)c3ccc(S(=O)(=O)N4CCCCC4)cc3)C(=O)C(=O)N2CCCOC)cc1OC (stereo unspecified)
    -5.6%, 9.1%, -1.4%
> COc1ccc(N(C)C(=O)c2oc(=O)c3ccccc3c2-c2ccccc2)c(OC)c1
    ?, -1.3%, 14.5%
> COc1ccccc1NC(C)C(=O)N/N=C/c1ccccc1OCc1cccc(Br)c1 (stereo unspecified)
    ?, -0.3%, 14.7%
> COc1ccc(-c2c(C#N)c(N)nc3c2CCCCCC3)cc1OC
    -11.8%, 14.8%, 2.6%
> COc1ccccc1CCNC(C)CCc1ccc(O)cc1 (stereo unspecified)
    ?, 20.3%, -5.1%
> CCCN(CCC)S(=O)(=O)c1ccc(C(=O)NNc2nc(-c3ccccc3)c3cc(Br)ccc3n2)cc1
    -15.0%, 0.6%, -13.6%
> O=C(Nc1ccc(F)cc1)OCCN1CCN(Cc2ccccc2)CCC1=O
    ?, 2.3%, -17.6%[89.1 µM]
> N/C(=N\OC(=O)CCC1CCCC1)c1ccccc1
    -2.0%, -5.3%, 7.0%
> O=C1C(Cc2ccccc2)NC(=S)N1Cc1ccccc1 (stereo unspecified)
    6.6%, -12.5%, -3.8%
> COC(=O)c1ccc(Nc2cc(C)nc3ccc(C)cc23)cc1
    14.6µM*, -11.4%, -15.5%
> Cc1ccc(-c2nc3ccccc3n3nnnc23)cc1
    13µM*, -2.2%, -15.6%
> CC(C)c1ccc(O)c(NC(=O)c2cccnc2)c1
    -26.6%, 4.5%, 0.9%
> Cc1ccc(C)c(NC(=O)CSc2nnc(Cc3cccn3C)n2-c2ccc(F)cc2)c1
    ?, 19.5%, 2.1%
> Cc1ccccc1Cn1c2ccccc2c2cnn(CC(=O)NCCCN3CCOCC3)c(=O)c21
    ?, -5.7%, -25.3%
> COc1cc(OC)nc(-n2ncc(Br)c(Br)c2=O)n1
    0.651µM*, 2.0%, 1.0%
> Cc1ccc(-c2c(C(=O)NCc3ccc(F)cc3)oc(=O)c3ccccc23)cc1
    ?, 5.0%&-14.1%, 0.7%
> CC(Sc1nnc(Nc2ccccc2)s1)C(=O)NC1CCCc2ccccc21 (stereo unspecified)
    ?, 1.6%, 5.6%
> CN(C)c1ccc(NC(=O)COC(=O)CCC(=O)c2ccc(F)cc2)cc1
    -9.2%, 9.3%, .
> COC(=O)c1ccc(NC(=O)c2cc3c(CO)cnc(C)c3oc2=Nc2cccc(C(N)=O)c2)cc1
    1.9%, -4.3%, -5.9%
> Cc1ccc(CN(C(=O)COc2ccc(Cl)c(C)c2)c2ccccn2)o1
    ?, -25.5%, .
> O=C(C[n+]1cccc(I)c1)c1ccc(F)cc1
    -18.8%, 0.5%, .
> O=C(CC1C(=O)NCCN1C(=O)c1ccc([N+](=O)[O-])cc1)Nc1ccc(F)cc1 (stereo unspecified)
    2.7%, -15.5%, -13.5%
> COc1ccccc1/C=C/C1C(C(=O)OCC(C)C)=C(C)N=C2SCCC(=O)N21 (stereo unspecified)
    1.9%, -11.7%, 15.2%
> CCOC(=O)C1=C(C)c2ccccc2N(S(=O)(=O)C(F)(F)F)C1C(=O)OCC (stereo unspecified)
    -21.8%, -17.5%, -1.3%
> CCN(CC)CCNC(=O)CSc1nc2nc(C)c(Cc3ccccc3)c(C)n2n1
    -17.4%, -6.2%, .
> N#Cc1cccc(NC(=O)CN2CCCCCC2)c1
    40.9%[activator], -0.2%, 2.0%
> CCCN1CCN(C(=O)c2oc3c(Cl)cccc3c2C)CC1
    -9.3%, 12.1%, -8.9%
> CC(=O)Nc1ccc(S(=O)(=O)N2CCC(C(=O)NCCC(=O)Nc3ccccc3)CC2)cc1
    -13.2%, 0.3%, 0.5%
> COC(=O)Cn1nnc2c(cnn2-c2ccccc2)c1=O
    -3.5%, 2.8%, -6.5%
> O=C(CSc1ccc(-c2ccccn2)nn1)Nc1ccc(F)cc1F
    ?, -1.7%&-4.2%, -2.8%
> COc1ccccc1CNC(=O)C1CCN(Cc2cc3ccccc3n2Cc2cccc(C)c2)CC1
    13µM*, 1.5%, .
> COc1ccc(C(=O)NC2CCN(C(=O)Nc3ccccc3Cl)CC2)cc1
    0.7%, 6.9%, -13.0%
> O=C(CN1C(=O)NC2(CCOc3ccccc32)C1=O)NCCc1ccc(F)cc1 (stereo unspecified)
    -11.3%, -1.3%, .
> CCOC(=O)C1=C(c2ccccc2)NC(SCC(=O)Nc2ccccc2C)=C(C#N)C1c1ccco1 (stereo unspecified)
    -25.4%, -21.9%, 5.5%
> COc1ccc(C2(C#N)CCC(=O)N2c2ccccc2)cc1 (stereo unspecified)
    0.1%, -6.4%, 3.9%
> C=CCNC(=O)C(=O)c1c(-c2ccccc2)[nH]c2ccccc12
    -15.3%, 19.2%, 7.3%
